High-throughput results deposited in PubChem BioAssay by University of Kansas High Throughput Screening Laboratory.
Pf apPOL inh: Pf-apPOL DNA polymerase inhibition. Recombinant Pf-apPOL, molecular beacon fluorescence, 1.5 h. inhibition, % at 10 µM. AID 1794808. actives 0.25% (n = 210,000)
mHTT-CaM PPI inh: inhibitors of human mutant huntingtin-calmodulin interaction; P42858; AlphaScreen His-mHTT/GST-CaM binding, luminescence; inhibition, % at 15 µM; actives 3.6% (n = 190,000); AID 1671202;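 note: 0% = both proteins with DMSO and 100% = one protein alone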
* = called active by the depositor; i = inactive; . = no result given; & = joins results of further samples. Cut-off read from the data, not from the text of the source: active = inhibition above about 50%; inactive = the rest.

The first 7 entries as a preview:
(1) CN1C(=O)CN(C(=O)OC(C)(C)C)[C@@H]1C(C)(C)C
(2) Cc1cccc(NC(=O)NC2CCN(c3cc(C)cc(C)c3)C2=O)c1 (configuration not stated)
(3) O=C(Nc1cccnc1)c1ccc(-c2cccc([N+](=O)[O-])c2)o1
(4) CCCC(=O)Nc1ccc(O)c(C(=O)C=Cc2ccc(C(=O)O)cc2)c1
(5) CCC(CO)NC(=O)C(=O)Nc1cccnc1 (configuration not stated)
(6) Cc1cccc(C)c1NC(=O)Cn1nc(N2CCC(C)CC2)c2ccccc2c1=O
(7) O=S1(=O)CCSCCN1Cc1cc(F)ccc1Br

Compound,1,2,3,4,5,6,7
Pf apPOL inh,.,-4,2,-8,-2,-5,-9
mHTT-CaM PPI inh,2,0,22,0,-9,2,-9

The whole of this part, from the first entry:
(1) CN1C(=O)CN(C(=O)OC(C)(C)C)[C@@H]1C(C)(C)C
(2) Cc1cccc(NC(=O)NC2CCN(c3cc(C)cc(C)c3)C2=O)c1 (configuration not stated)
(3) O=C(Nc1cccnc1)c1ccc(-c2cccc([N+](=O)[O-])c2)o1
(4) CCCC(=O)Nc1ccc(O)c(C(=O)C=Cc2ccc(C(=O)O)cc2)c1
(5) CCC(CO)NC(=O)C(=O)Nc1cccnc1 (configuration not stated)
(6) Cc1cccc(C)c1NC(=O)Cn1nc(N2CCC(C)CC2)c2ccccc2c1=O
(7) O=S1(=O)CCSCCN1Cc1cc(F)ccc1Br
(8) CC1=C(C(=O)Nc2ccccc2)C(c2ccc3c(c2)OCO3)C2=C(CC(C)(C)CC2=O)N1 (configuration not stated)

Compound,1,2,3,4,5,6,7,8
Pf apPOL inh,.,-4,2,-8,-2,-5,-9,5&-7
mHTT-CaM PPI inh,2,0,22,0,-9,2,-9,7&3

(9) Cc1ccc(S(=O)(=O)Nc2ccc(NC(=O)c3ccc(C)c(C)c3)cc2)cc1
(10) CCN1c2cc(C)ccc2-n2cccc2C12CCN(C(=O)NCCc1ccccc1)CC2
(11) CSC1=N/C(=C/c2ccc(F)cc2)C(=O)S1
(12) CC1(C)CC(NC(=O)C(=O)NC2CC(C)(C)NC(C)(C)C2)CC(C)(C)N1
(13) Cc1noc(C2CN(C(=O)NCCC(C)C)CC23CCOCC3)n1 (configuration not stated)
(14) COc1ccc(C)cc1NC(=O)C(=O)NCC(C)C
(15) C=CCNC(=O)c1ccc(CN2CCc3ccccc3C2)cc1
(16) CCC(=O)Nc1nonc1-c1nc2ccccc2n1Cc1ccccc1F

Compound,9,10,11,12,13,14,15,16
Pf apPOL inh,-4,-2,-3,.,2,-2,2,7
mHTT-CaM PPI inh,15,94*,9,-6,3,-4,1,-2

(17) Cc1cc(/C=C2\NC(=O)NC2=O)c(C)n1-c1cccc(I)c1
(18) CCc1nnc(NC(=O)c2cc(OC)c(OC)c(OC)c2)s1
(19) CC1(C)CC(=O)C2=C(C1)OC(N)=C(C#N)C2c1ccccc1 (configuration not stated)
(20) COc1ccc(C=Nc2ccc(C(N)=O)cc2)cc1O
(21) CCc1ccc(C2C(C#N)=C(N)N(c3ccccc3F)C3=C2C(=O)CCC3)s1 (configuration not stated)
(22) O=C(NC1CC(=O)N(c2ccc(Cl)cc2)C1)c1ccccc1Br (configuration not stated)
(23) CCN(C(=O)c1ccc2[nH]c3c(c2c1)CN(C(C)=O)CC3)c1cccc(C)c1
(24) COc1ccc(-c2c(C)oc3cc(OC(=O)c4ccc(OC)c(OC)c4)ccc3c2=O)cc1

Compound,17,18,19,20,21,22,23,24
Pf apPOL inh,1,1,-6,-1,2,-3,-4,-2
mHTT-CaM PPI inh,91*,1,-6,-4,29,-5,84*,-2

Rewritten in markdown: part of the list above.
| no. | smiles | Pf apPOL inh | mHTT-CaM PPI inh |
| --- | --- | --- | --- |
| 24 | COc1ccc(-c2c(C)oc3cc(OC(=O)c4ccc(OC)c(OC)c4)ccc3c2=O)cc1 | -2 | -2 |
| 19 | CC1(C)CC(=O)C2=C(C1)OC(N)=C(C#N)C2c1ccccc1 (configuration not stated) | -6 | -6 |
| 17 | Cc1cc(/C=C2\NC(=O)NC2=O)c(C)n1-c1cccc(I)c1 | 1 | 91* |
| 23 | CCN(C(=O)c1ccc2[nH]c3c(c2c1)CN(C(C)=O)CC3)c1cccc(C)c1 | -4 | 84* |

Next part
(25) Nc1ncnc2c1ncn2CCc1ccccc1
(26) COc1ccc(Cl)cc1NC(=O)Nc1ccc2c(c1)N(C)C(=O)C(C)(C)CO2
(27) COc1ccc(-c2c(C(F)(F)F)oc3cc(O)cc(O)c3c2=O)cc1OC
(28) O=C(CSc1nnc(CNC(=O)c2c(F)cccc2Cl)o1)Nc1ccc2c(c1)OCCO2
(29) Cc1ccc(CC(=O)N2CCC(c3cnn(-c4ccccc4)c3)CC2)cc1
(30) Cc1nc(C(=O)Nc2ccc3nsnc3c2)cc2c1[nH]c1ccccc12
(31) COc1ccc(OCC(=O)N2CCc3c(c(C(=O)NCc4cccc(C)c4)nn3C)C2)cc1
(32) COc1ccc(C2C(C(=O)Nc3ccc(Cl)cc3)=C(C)Nc3nnnn32)cc1OC (configuration not stated)

Compound,25,26,27,28,29,30,31,32
Pf apPOL inh,-14,-5,0,-5,-8,-5,-6,-5
mHTT-CaM PPI inh,.,-3,23,-7,15,1,70*,11

Overlap with the part before: 2 entries, followed by the next part.
(31) COc1ccc(OCC(=O)N2CCc3c(c(C(=O)NCc4cccc(C)c4)nn3C)C2)cc1
(32) COc1ccc(C2C(C(=O)Nc3ccc(Cl)cc3)=C(C)Nc3nnnn32)cc1OC (configuration not stated)
(33) CCc1onc(C)c1C1CCCN1Cc1cccc(OC)c1OC (configuration not stated)
(34) CC(C)C(=O)Nc1ccc(-c2nc3ncccc3o2)cc1
(35) O=C(C1CCCC1)N1CCc2ccc(NS(=O)(=O)c3ccc4c(c3)OCCO4)cc21
(36) O=C(NC1CC2CC1N(C(=O)Cc1c(F)cccc1Cl)C2)c1ccccc1 (configuration not stated)
(37) CN(CC(=O)NC1CCCCCC1)S(=O)(=O)c1ccc(Br)s1
(38) Cc1nn(CC(=O)NCCSCc2ccco2)c(C)c1Br
(39) COc1cccc(-c2cn3c(n2)N(C(=O)Cn2ccnc2C)CCC3)c1
(40) O=C(Nc1ccc(O)c(-c2nc3ccccc3o2)c1)c1cccc(Cl)c1Cl

Compound,31,32,33,34,35,36,37,38,39,40
Pf apPOL inh,-6,-5,-1,3,-4,2,2,23,5,0
mHTT-CaM PPI inh,70*,11,-14,6,2,10,-2,.,12,11

(41) O=C(NC(c1cccs1)c1ccc2cccnc2c1O)C1CCCCC1 (configuration not stated)
(42) Cc1nc(Nc2ccccn2)sc1C(=O)N1CCN(C2CCCCC2)CC1
(43) CCCCOc1ccc(-c2nc(C=Nc3cc(Cl)ccc3C)c(O)o2)cc1
(44) Cc1ccnc(N2CCC(C(=O)NCCN(C)Cc3ccccc3)CC2)n1
(45) CCN(CC)CCNC(=O)CN1N=C(c2ccc(Cl)cc2)CCC1=O
(46) Cc1nc(C)c(Cc2ccccc2C)c(N2CCN(C(=O)c3ccc(F)cc3)CC2)n1
(47) O=[N+]([O-])c1cccc(-c2nn(-c3ccccc3)cc2CO)c1
(48) O=C(Nc1nnc(N=Cc2ccc(F)cc2)s1)c1ccc(F)cc1

Compound,41,42,43,44,45,46,47,48
Pf apPOL inh,-14,-1,-1,-1,-92,-2,-12,3
mHTT-CaM PPI inh,97*,0,9,-13,0,21,16,4

(49) CC(C)Cn1[nH]c2c3c(ccc2c1=O)C(=O)c1ccccc1C3=O
(50) O=S(=O)(c1c(F)cccc1F)N(CCc1cccs1)C1CC1
(51) COc1ccccc1C1=NOC(C(=O)Nc2cccc(C(F)(F)F)c2)C1 (configuration not stated)
(52) COc1ccc(N2CC(C(=O)Nc3ccc(F)cc3)CC2=O)cc1 (configuration not stated)
(53) CCOc1ccc(C(=O)Nc2ccc(N3CCN(C(C)=O)CC3)cc2)cc1[N+](=O)[O-]
(54) O=S(=O)(Nc1ccccc1Cl)c1ccccc1
(55) O=C1CCCC2=C1C(c1cccs1)n1nc(SCc3ccccc3Cl)nc1N2 (configuration not stated)
(56) CCCCc1ccc(NC(=O)Cn2c(C)nc3c(c2=O)CN(Cc2ccccc2)CC3)cc1

Compound,49,50,51,52,53,54,55,56
Pf apPOL inh,-4,-5,-2,1,-10,-3,-3,-1
mHTT-CaM PPI inh,18,-48,-18,-4,6,-7,5,23

(57) CCCC[C@H]1[C@@H]2C[C@H]([C@H]3CCCCN31)[C@H](OC(=O)NCc1ccccc1)C2
(58) N=c1c(C(=O)NCc2ccccc2)cc2c(=O)n3ccccc3nc2n1C1CCCCC1
(59) COc1ccc2c(c1)OCC/C2=N\OC(=O)c1ccc(OC)c(OC)c1
(60) O=C(O)CCCN1C(=O)c2cccc([N+](=O)[O-])c2C1=O
(61) Cc1ccc(NC(=O)C2CC(=O)N(CCc3c[nH]c4ccc(C)cc34)C2)cc1 (configuration not stated)
(62) O=S(=O)(NCC12CC3CC(CC(C3)C1)C2)c1cccc2nsnc12
(63) Cc1cc(Nc2ccc(N(C)C)cc2)n2ncnc2n1
(64) CC(=O)Nc1ccc(C(=O)NCc2ccc(F)cc2F)c(N2CCOCC2)c1

Compound,57,58,59,60,61,62,63,64
Pf apPOL inh,-6,-8,5,-1,0,42,-6,-3
mHTT-CaM PPI inh,-11,-4,i,-19,27,3,3,-7

(65) Cc1c(C(=O)NCc2ccccn2)oc2ccc(S(=O)(=O)N3CCOCC3)cc12
(66) O=C1CC(C(=O)N2CCCC2)CN1CCc1c[nH]c2ccc(Cl)cc12 (configuration not stated)
(67) COc1ccccc1OCC(=O)Nc1ccc2c(c1)CC(=O)N2
(68) O=[N+]([O-])C(=C1NCCN1)/C(Cl)=C(\Cl)Br
(69) COc1ccc(Cl)cc1NC(=O)c1cn2c(n1)CSCC2
(70) Cc1c(C(=O)Nc2ccc(F)cc2F)cccc1[N+](=O)[O-]
(71) O=C(NCc1ccc(Br)cc1)c1nnc2ccc(-c3ccccc3)nn12
(72) CCSc1nnc(NC(=O)c2ccc(OC)c([N+](=O)[O-])c2)s1

Compound,65,66,67,68,69,70,71,72
Pf apPOL inh,2,1,-18,0,-7,-1&-6,-2,-2
mHTT-CaM PPI inh,3,37,-7,1,-1,1&2,-5,-21

(73) Cc1cccc(N=C2NC(=O)/C(=C/c3cccnc3)S2)c1Cl
(74) CCc1ccc(CNC(=O)c2c(C)sc3c(=O)n(C4CC4)cnc23)cc1
(75) Cc1csc2sc(C=NCc3cccs3)c(C)c12
(76) Cc1nc(CCNC(=O)C2CCN(C(=O)c3ccc(F)cc3)CC2)cs1
(77) COc1ccc(C2c3sc(=S)[nH]c3SC3C4CC(C5C(=O)N(CC(=O)O)C(=O)C45)C23)cc1 (configuration not stated)
(78) CC(C)C[C@H]1COc2cccc(N(C)CCO)c2S(=O)(=O)N1
(79) CC(=NCCc1ccccc1)C1=C(O)CCC1=O
(80) COc1ccc(C2CN(S(=O)(=O)c3cccc(C(F)(F)F)c3)CCN2C)cc1 (configuration not stated)

Compound,73,74,75,76,77,78,79,80
Pf apPOL inh,6,4,2,-6,-22,-5,-5,6
mHTT-CaM PPI inh,-1,11,.,-5,10,-10,1,-6

(81) CC1(C)Cc2c(C#N)c(SCc3ccccc3)nc(N3CCOCC3)c2CO1
(82) CN(Cc1ccccc1)c1nc2c(c(=O)n(C)c(=O)n2C)n1Cc1ccc(F)cc1
(83) Cc1ccc2c(n1)sc1c(O)cc(=O)[nH]c12
(84) COc1ccc(-c2nc3n(n2)C(c2ccc4c(c2)OCO4)C2=C(CCCC2=O)N3)cc1 (configuration not stated)
(85) COc1cc(NC(=O)Cn2nc(C(F)(F)F)c(Br)c2C)cc([N+](=O)[O-])c1
(86) CC(=O)c1ccc(NC(=O)c2cc(Cl)ccc2Cl)cc1
(87) c1cc(-c2noc(C3CCCCN3CC3CC3)n2)ccn1 (configuration not stated)
(88) Nc1nc(-c2ccc(Cl)c(Cl)c2)nc2c1c(=O)oc1ccccc12

Compound,81,82,83,84,85,86,87,88
Pf apPOL inh,0,3,.,-2,2,6,-16,-4
mHTT-CaM PPI inh,8,1,3,12,13,1,15,0

(89) COc1cccc(CNC(=O)c2cc3n(n2)CCCN(Cc2ccccc2)C3=O)c1
(90) CNc1nccc(N2CCC(CC(=O)N(C)Cc3cn(C)nc3C)CC2)n1
(91) CCCCCCCCN1C(=O)N2Cc3ccc(C)cc3C2CS1(=O)=O (configuration not stated)
(92) Cc1ccc(-c2nn(CC(=O)Nc3cccc(C(F)(F)F)c3)c(=O)c3ccccc23)cc1
(93) O=C(NC1CC(=O)N(Cc2ccccc2)C1)c1ccsc1 (configuration not stated)
(94) O=C(CCCSc1ccccc1)N(Cc1ccncc1)c1nc2ccc(F)cc2s1
(95) CC(CNC(=O)c1ccc2c(c1)nc1n2CCCCC1)c1ccccc1 (configuration not stated)
(96) CC1=C(C(=O)Nc2ccccc2F)C(c2cccc(Cl)c2)C2=C(CCCC2=O)N1 (configuration not stated)
(97) COc1nccnc1NC1CCN(C(=O)Cc2cccs2)CC1
(98) Clc1ccc(OCCOCCN2CCCC2)cc1Cl
(99) CC(=O)Nc1ccccc1NC(=O)COc1ccc(Br)cc1Cl

Compound,89,90,91,92,93,94,95,96,97,98,99
Pf apPOL inh,-2,-4,-2,10,0,-5,-9,-5,-4,42,-21
mHTT-CaM PPI inh,-1,1,-11,-2,-2,-9,15,-5,2,10,2

Some of the compounds tested, so the mix of outcomes need not match the whole.
